High-throughput results from PubChem BioAssay.
AID inhibitor – blocks human AID cytidine deaminase activity; AID deamination FRET fluorescence, UDG-coupled, 4 h; 91,000 tested, 0.32% active; Potency, µM (highest dose often 115 µM), for the others: top-dose activity change, negative = inhibition, hits mostly inhibitors; AID 1347428; Q9GZX7; further: nearly all actives have a fitted effect of over 25% in size
Target sequence (Q9GZX7 whole entry, looked up): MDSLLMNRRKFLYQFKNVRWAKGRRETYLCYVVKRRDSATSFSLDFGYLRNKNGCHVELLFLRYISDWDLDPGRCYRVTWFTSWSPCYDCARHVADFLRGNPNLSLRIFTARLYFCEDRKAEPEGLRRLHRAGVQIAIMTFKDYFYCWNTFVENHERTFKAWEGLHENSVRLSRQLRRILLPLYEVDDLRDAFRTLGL
UDG counter – blocks uracil-DNA glycosylase in AID counter-screen; FRET deamination/UDG coupled assay, UDG read, 4 h; Potency, µM (titrated, usually from 115 µM), inactives show top-dose activity change, negative = inhibition, most hits filed as inhibitors; 91,000 tested, 0.14% active; further: nearly all actives have a fitted effect of over 65% in size
Active calls of the source: *; ? = inconclusive; & = joins results of further samples; [ ] = another dose, or the depositor's remark. The call rests on the fitted dose curve; in most records, active means well fitted curve in the direction sought with a large enough effect; inconclusive means small, poorly fitted or top-dose-only effect, or another doubt; inactive means no such curve, though single readings can be large; an effect the other way counts as inactive or inconclusive. On the % scale 0 is the no-effect control and ±100 the full control effect; potency means the concentration at half of the fitted maximal effect. The list is partial. The share of hits here may be higher or lower than overall.

SMILES	AID inhibitor	UDG counter
N#Cc1c(C(F)(F)F)cc(-c2cccs2)nc1SCC(=O)Nc1ccc(F)cc1	7%	2%
N#Cc1ccc(CN(Cc2ccccc2)Cc2ccco2)cc1	-6%	-5%
Cc1cccc(-c2nnc(SCC(=O)Nc3nncs3)n2C)c1	0%	-1%
Cc1cccc(/C=N/NC(=O)c2ccc(C(C)(C)C)cc2)c1	-7%	3%
COc1cccc(NC(=O)CN2CCCN(S(=O)(=O)c3ccc(Br)cc3)CC2)c1	-15%[57.5 µM]	-14%[57.5 µM]
CCCCN(CC)CCNC(=O)CN1C(=O)COc2ccc(S(=O)(=O)N3CCOCC3)cc21	5%	2%
O=C(NCc1ccccc1F)c1cc2ccccn2n1	15%	0%
O=C(N/N=C/c1cc(Br)cs1)c1cccc(Cl)c1	-8%	6%
Cc1ccc(C)c(C(=O)N2CC=C(c3c[nH]c4ccccc34)CC2)c1	20%	-8%
CCc1ccc2oc(=O)cc(-c3cc4cccc(OC)c4o3)c2c1	-8%	0%
COc1ccccc1CNC(=O)Cc1c(C)c2cc3c(C)coc3c(C)c2oc1=O	-1%	8%
COc1ccc(CC(=O)OCCCC(=O)c2ccc(F)cc2)cc1	-2%	-2%
COCCNC(=O)CN1C(=O)COc2ccc(S(=O)(=O)N3CCCCCC3)cc21	3%	0%
CC(C)C(=O)Nc1ccc(C(N)=O)c(Cl)c1	-1%	3%
CCCCN(C(=S)Nc1cc(F)cc(F)c1)C1CCN(C(C)=O)CC1	1%	1%
COc1ccc(C(CC(=O)NCc2ccccc2Cl)N2Cc3ccccc3C2=O)cc1OC (configuration not stated)	?	-2%
COc1ccc(Cn2cc(C(=O)c3ccc(Cl)cc3)c(=O)c3cc4c(cc32)OCO4)cc1	?	-9%
COc1ccc(-c2oc3ncn4nc(COc5c(C)cccc5C)nc4c3c2-c2ccc(OC)cc2)cc1	50%[activator][57.5 µM]	9%[57.5 µM]
O=c1cc(C(F)(F)F)c2ccc(OS(=O)(=O)c3cccc(C(F)(F)F)c3)cc2o1	-2%	-2%
COc1cccc(NC(=O)CN(Cc2ccccc2)S(=O)(=O)c2ccc3nc(C)sc3c2)c1	?	-4%

Quoted at random: 4 entries already listed
SMILES	AID inhibitor	UDG counter
COc1cccc(NC(=O)CN2CCCN(S(=O)(=O)c3ccc(Br)cc3)CC2)c1	-15%[57.5 µM]	-14%[57.5 µM]
Cc1ccc(C)c(C(=O)N2CC=C(c3c[nH]c4ccccc34)CC2)c1	20%	-8%
Cc1cccc(-c2nnc(SCC(=O)Nc3nncs3)n2C)c1	0%	-1%
COc1cccc(NC(=O)CN(Cc2ccccc2)S(=O)(=O)c2ccc3nc(C)sc3c2)c1	?	-4%

Exported bar-delimited: entries from further up.
Molecule | AID inhibitor | UDG counter
CCc1ccc2oc(=O)cc(-c3cc4cccc(OC)c4o3)c2c1 | -8% | 0%
COc1ccccc1CNC(=O)Cc1c(C)c2cc3c(C)coc3c(C)c2oc1=O | -1% | 8%
COc1ccc(CC(=O)OCCCC(=O)c2ccc(F)cc2)cc1 | -2% | -2%
COCCNC(=O)CN1C(=O)COc2ccc(S(=O)(=O)N3CCCCCC3)cc21 | 3% | 0%
CC(C)C(=O)Nc1ccc(C(N)=O)c(Cl)c1 | -1% | 3%

The list goes on.
SMILES	AID inhibitor	UDG counter
O=C(Cc1c[nH]c2ccccc12)N1CCC(C(=O)N2CCCCCC2)CC1	-3%	-9%
Cc1ccsc1C(=O)N(Cc1ccco1)C1CC1	-1%	5%
C=CCOc1cccc(/C=N/NC(=O)C(=O)NCCCOC)c1	-6%	-1%
CCN1CCN(Cc2cc(=O)oc3cc(-c4ccccc4)c(O)cc23)CC1	-8%	-25%
O=C(c1ccc2c(c1)N(Cc1ccccc1)C(=O)c1ccccc1S2(=O)=O)N1CCN(c2ccccc2)CC1	0%	-12%
O=C(NCC(c1ccc(Cl)cc1)N1CCCCC1)c1ccccc1 (configuration not stated)	2%	4%
O=C(NCc1ccc(F)cc1)N1CCN(C(=O)c2ccccc2)CC1	-3%	2%
Cc1ccc(-n2ncc(C(=O)N3CCN(c4cccc(C)c4C)CC3)c2C2CCNCC2)c(C)c1	44%[activator]	8%
CCOC(=O)CSc1nc2sc3c(c2c(=O)n1-c1ccccc1)CCC(C(C)(C)C)C3 (configuration not stated)	2%	-9%
CCOC(=O)c1cc2c(=O)n3ccccc3nc2n(CC2CCCO2)c1=NC(=O)c1ccccc1Br (configuration not stated)	4%	44%[activator]
O=C(c1noc2c1CCCCC2)N1CCN(c2ccc(Cl)cc2)CC1	?	-14%
CC(C)COc1ccc(C(=O)Nc2cccc3ncccc23)cc1	-2%	0%
COc1cccc(N2CCN(C(=O)c3cccn3-c3nnc(N4CCCCC4)s3)CC2)c1	-11%	-26%
O=C(CCc1ncc(-c2ccccc2Cl)o1)NCc1ccc(Cl)cc1Cl	0%	2%
O=c1c(C(F)(F)F)cccn1Cc1coc(-c2cccc(F)c2)n1	-2%	3%
COc1cc(OC)c(N(C)C(=O)c2nn(C)c3c2CSc2ccccc2-3)cc1Cl	45µM*	-17%[57.5 µM]
CC(C)(C)C(=O)[C@@H]1[C@@H](C(=O)c2ccccc2)[C@@]2(C(=O)Nc3ccccc32)[C@H]2c3ccccc3C=CN12	21%	-8%
Cc1ccc(CS(=O)Cc2cccc(Cl)c2)cc1 (configuration not stated)	0%	2%
C/C(=N/O)C1(C)N(O)C(C)(C)C(c2ccc(C)cc2)=[N+]1[O-] (configuration not stated)	-7%	-5%
O=C(COC(=O)Cc1n[nH]c(=O)c2ccccc12)NC(=O)NC1CCCCC1	-9%	-10%
CC(=O)c1cccc(NC(=O)Nc2sc3nc4n(c(=O)c3c2C)CCC(C)CC4)c1 (configuration not stated)	2%	8%
COc1ccc(/C=C/C(=O)/C=C/c2ccc(OC)cc2)cc1	-12%	4%
Cc1ccc2[nH]c(=O)c(CN(CC3CCCO3)S(=O)(=O)c3ccccc3)cc2c1 (configuration not stated)	-13%	-5%
CC1(C)CC(CC(=O)N2CCCCC2)(c2ccccc2)CCO1 (configuration not stated)	-6%	-1%
CCOc1ccc(NC(=O)C2=C(C)C(=O)OC23CCC(C)CC3)cc1 (configuration not stated)	4%	-8%
COc1ccc(-c2nc(CCNc3ncccc3C#N)co2)cc1	-15%	-3%
Cc1ccc(Nc2cc(C)nc3nncn23)c(C)c1	14%	-7%
CCCCCCCNC(=O)CCC(=O)NCCCC	-2%	-5%
O=C(CSc1n[nH]c(-c2ccccc2)n1)N1CCCC1c1ccc2c(c1)OCCO2 (configuration not stated)	-8%	-10%
O=C(CSc1nnc(-c2ccc(Br)cc2)n1C1CCCCC1)N1CCCC1	-3%	-3%
Cc1ccc(/C=C/c2onc(C)c2S(=O)(=O)N2CCC(C(=O)Nc3cc(F)ccc3F)CC2)cc1	-6%	-3%
NC(N)=NC(N)=Nc1ccc(Cl)c(Cl)c1	-5%&8%	-5%&-2%
NC(=O)c1cccc(C(=O)NC2CCCc3ccccc32)c1 (configuration not stated)	-5%	1%
O=C(COc1ccccc1)Nc1ccc(NC(=O)C2CC2)cc1C(F)(F)F	3%	5%
Cc1ccc(CC(=O)NC2CCC(C)CC2)cc1 (configuration not stated)	0%	10%
O=C(Cc1ccccc1)Nc1sc2c(c1C(=O)Nc1ccccc1Cl)CCCCC2	12%	-12%
CCc1ccc(-c2csc(/C(C#N)=C/Nc3c(C)cc(C)cc3C)n2)cc1	-9%	-7%
Cc1cnc(C(=O)Oc2ccc(Cl)cc2)cn1	1%	3%
C[N+](C)(CCCCC(=O)O)C[Si](C)(C)C	13%	3%
CC1CCN(C(=O)c2cccc(NC(=O)c3nsc4ccccc34)c2)CC1	?	2%

Single records (already shown). Order of values: AID inhibitor, UDG counter
Listed for O=C(Cc1ccccc1)Nc1sc2c(c1C(=O)Nc1ccccc1Cl)CCCCC2 : 12%, -12%
Listed for CC1CCN(C(=O)c2cccc(NC(=O)c3nsc4ccccc34)c2)CC1 : ?, 2%

Molecules listed so far that contain a furan ring, fused or not:
SMILES	AID inhibitor	UDG counter
N#Cc1ccc(CN(Cc2ccccc2)Cc2ccco2)cc1	-6%	-5%
CCc1ccc2oc(=O)cc(-c3cc4cccc(OC)c4o3)c2c1	-8%	0%
COc1ccccc1CNC(=O)Cc1c(C)c2cc3c(C)coc3c(C)c2oc1=O	-1%	8%
COc1ccc(-c2oc3ncn4nc(COc5c(C)cccc5C)nc4c3c2-c2ccc(OC)cc2)cc1	50%[activator][57.5 µM]	9%[57.5 µM]
Cc1ccsc1C(=O)N(Cc1ccco1)C1CC1	-1%	5%

New compounds follow:
SMILES	AID inhibitor	UDG counter
CCN1CCN(C(c2ccc(Cl)cc2)c2c(O)cc(C)n(CCOC)c2=O)CC1 (configuration not stated)	9%	20%
CCCn1nc(C(=O)Nc2ncc(Cc3ccc(Br)cc3)s2)ccc1=O	-17%	-6%
Cc1ccc(CN(Cc2ccco2)C(=O)COc2ccccc2C)cc1	?	?
O=C(Nc1cccc(NC(=O)c2ccc(Br)cc2)c1)c1ccccc1	23%	-10%
CC1=CCC2C(C)(C)C(O)CCC2(C)C1COc1ccc2ccc(=O)oc2c1 (configuration not stated)	-12%	-2%
O=C(CC1CCCC1)OCC(=O)c1ccc(Cl)cc1	18%	3%
CCN(CC)S(=O)(=O)c1ccc(N/N=C/c2ccc(C)s2)c([N+](=O)[O-])c1	9%	2%
COC(=O)C(Cc1ccc(O)cc1)NC(=O)c1nn(CC(C)C)c(=O)c2ccccc12 (configuration not stated)	-14%	-11%
COc1ccc(Oc2c(C)oc3cc(OCC(=O)N4CCCC4)ccc3c2=O)cc1	-21%	-7%
COc1cccc(N2CCN(C(=O)c3nn(C)c4c3CSc3ccc(C)cc3-4)CC2)c1	-1%	-20%
CC(N)c1cccc([N+](=O)[O-])c1 (configuration not stated)	20%	9%
COc1ccc(C2c3c(n(C)c4ccccc34)C(=O)N2CC(=O)Nc2ccc(C)c(Cl)c2)cc1 (configuration not stated)	-11%	80%[activator]
O=C1Cc2cc(C(=O)NCCc3ccc4c(c3)OCO4)ccc2N1	9%	-13%
CC1(C)CCCC(C)(C#CCN2CCCCC2c2cccnc2)O1 (configuration not stated)	1%	-4%
O=Cc1c[nH]c2ccccc12	0%	-9%
CC(OC(=O)c1ccc(CO)cc1)C(=O)c1c[nH]c2ccccc12 (configuration not stated)	-3%	-4%
Cc1cc(C)c2oc(-c3ccc(C)c(NC(=O)/C=C/c4ccco4)c3)nc2c1	63%[activator]	4%
Cc1cc(=O)oc2cc(OCc3nc(CC(C)C)no3)ccc12	2%	-9%
CCOC(=O)c1cc(S(=O)(=O)NCc2ccccc2)[nH]n1	5%	-23%
COC(=O)C(C)OC(=O)c1cc2ccccc2cc1OC (configuration not stated)	4%	8%
CCOc1cccc(-c2cc(C(=O)O)c3cc(C)ccc3n2)c1	1%	0%
Cc1cccc(N(C)C(=O)CN2C(=O)COc3ccc(S(=O)(=O)N4CCCCCC4)cc32)c1	?	5%
COc1ccc(NC(=O)C(Cc2ccccc2)NS(=O)(=O)c2ccc3c(c2)CCN3C(C)=O)cc1 (configuration not stated)	-24%	0%
CCC1CN(C(=O)N2CCC(C(=O)N3CCN(c4ccccc4F)CC3)CC2)c2ccccc2O1 (configuration not stated)	?	-8%[57.5 µM]
COc1cccc(C2CC(=O)NC3=C2C(=O)CC(C)(C)C3)c1 (configuration not stated)	2%	1%
CN(CC(=O)Nc1cccc(C(F)(F)F)c1)Cc1ccccc1	-10%	-9%
COc1cc(NC(=O)C2=C(C)Nc3nnnn3C2c2ccc(SC)cc2)c(OC)cc1Cl (configuration not stated)	48%[activator]	8%
CCOC(=O)c1ccc(S(=O)(=O)NCc2ccco2)cc1	2%	-5%
Cc1cccc(NC(=O)NCCc2coc(-c3ccc(F)cc3)n2)c1	1%	0%
COc1ccccc1NC(=O)CSc1nc2ccccc2c(=O)n1CCC(=O)NC1CCCCC1	-3%	0%
Nc1nccnc1C(=O)NCCNC(=O)c1ccccc1	8%	-2%
Cc1nc2cc(NC(=O)CNC(=O)c3ccco3)ccc2o1	-3%	-6%
O=C(Cc1cccc(F)c1)NCCc1c[nH]c2ccccc12	-4%	-9%
O=C(NCc1ccccc1)c1cc2sccc2n1Cc1ccc(Cl)cc1	5%	-3%
CCc1ccc(NC(=O)c2sc3nc(-c4ccccc4)cn3c2C)cc1	-1%	-3%
O=C(NCCN1CCN(c2ccccc2)CC1)Nc1cccc(Br)c1	5%	-5%
CC(C)c1nc2ccc(C(=O)NCc3ccccc3Br)cc2o1	?	-9%
COC(=O)c1ccccc1NC(=O)C1CCCN(c2ncnc3onc(C)c23)C1 (configuration not stated)	-9%	4%
COc1ccc(C(=O)CCC#N)cc1OC	-2%	-15%
CC(=O)c1csc(NC(=O)c2nn(C)c(=O)c3ccccc23)n1	4%	-6%
O=C(Nc1ccccc1Br)c1cc(S(=O)(=O)NC2CCCCC2)ccc1F	3%	8%
COc1ccc(C(=O)Nc2ccc(S(=O)(=O)N(Cc3ccccc3)c3ccccc3)cc2)cc1	-23%[57.5 µM]	-21%[57.5 µM]
CCSc1nc2c([nH]c3ccccc32)c(=O)n1CC	12%	-8%
O=c1cc(-c2ccccc2Cl)oc2ccc(Cl)cc12	-13%	14%
CSc1nc(C)cc(-c2ccccc2)n1	-11%	-10%
